Assay outcomes: PubChem, Sanford-Burnham Center for Chemical Genomics
TAG inh – reduces triacylglycerol accumulation in H9c2 cells; Nile Red lipid (TAG) fluorescence; cells loaded with 200 µM oleic acid; inhibition, % at 12.5 µM; 230,000 compounds, 0.66% hits; AID 651582;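 active = pattern-corrected inhibition of lipid staining of at least 50% with the nuclear-stain viability signal not falling by more than 50%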;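 note: 0% = DMSO wells and 100% = triacsin C control wells; some results filed as inactive read as strong as hits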
TAG inh DAPI viability – second read-out of TAG inh, no call of its own (marks repeat the call); DAPI nuclei signal change (viability), lower = more cytotoxic, %;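 whole-well DAPI fluorescence read on a plate reader as a viability signal; minus 50 percent equals half of cells still viable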
The depositor's hits bear a star.

Compound	TAG inh	TAG inh DAPI viability
O=C(c1cc2sccc2n1Cc1ccc(F)cc1)N1CCc2ccccc21	7	-16
COc1ccc(Cl)cc1C(=O)N(Cc1nc(-c2cccc(C)c2)no1)C(C)C	11	-8
CCOc1ccccc1C1C(C(=O)Nc2ccc(OC)cc2)=C(C)Nc2nc(CCCO)nn21 (stereo not given)	14	-1
COCCN(CCOC)Cc1cc(=O)oc2cc3c(cc12)CCC3	-15	3
COC(=O)c1cc(S(=O)(=O)NCc2ccccc2)cn1C	11	-10
CCCn1c(CC)nc([N+](=O)[O-])c1Sc1ncn[nH]1	7	-6
O=C(CN1C(=O)c2ccccc2S1(=O)=O)NCCc1ccc(F)cc1	-7	0
Cc1cc(C)c(C(=O)COC(=O)c2cccc(S(=O)(=O)N3CCOCC3)c2)cc1C	8	-1
COc1ccc(-c2ccc(C(=O)Nc3ccc4c(c3)OCO4)c3occc23)c(C)c1	-9	-3
[O-][n+]1ccc(C(O)c2ccccc2)cc1 (stereo not given)	4	-10
COc1cccc(CNc2nc3cc(-c4ccccc4)sc3c(=O)n2C)c1	5	-8
CCc1ccc(NC(=O)N(CCN(C)C)C(C)c2cccnc2)cc1 (stereo not given)	5	2
O=C1C2CCCCN2C(=O)N1CCCCN1CCN(c2cccc(Br)c2)CC1 (stereo not given)	11	-5
COc1ccc(CNn2c(-c3ccccc3F)nc3ccccc3c2=O)cc1OC	-2	-4
O=C(NCCc1ccccc1)C1(c2ccccc2)CC1(Cl)Cl (stereo not given)	-15	6
CC1CCCCC12NC(=O)N(CC(=O)NCCc1ccc(S(N)(=O)=O)cc1)C2=O (stereo not given)	11	-5
Cc1ccc(NC(=O)COC(=O)CNC(=O)C2CCCCC2)cc1S(=O)(=O)N(C)C	-4	7
O=S(=O)(c1ccc(F)cc1)N1CCN(Cc2ccccn2)CC1	-8	1
Cn1nnnc1SCC(=O)NCc1ccccc1	2	7
O=C(NCCCN1CCOCC1)C(=O)N/N=C/c1ccccc1O	-2	-4
Cc1ccc(NC(=O)CN2C(=O)C(=O)N(C3CCCC3)C2=O)cc1Cl	5	7
CCOC(=O)c1c(C)[nH]c(C(=O)Cn2nnc(-c3ccccc3)n2)c1C	-59	-4
CCCNC(=O)c1ccc2c(=O)c(O)c(-c3ccc(F)cc3)[nH]c2c1	17	-8
O=C(O)CC(C(=O)OCC1CCCO1)N1CCOCC1 (stereo not given)	-8	-9
O=C(COc1ccccc1Cl)Nc1nnc(S(=O)(=O)N2CCCC2)s1	0	-4
COc1ccc(C(=O)Nc2nc(CC(=O)NCCc3cccc(OC)c3)cs2)cc1	-23	-3
C/C(=N/NC(=O)CNC(=O)CCc1ccccc1)c1ccc(Cl)cc1	5	-4
COc1cccc(-c2cc3nc(NCc4cccnc4)n(C)c(=O)c3s2)c1	13	6
COc1cc(C(CCN2CCN(c3ccccc3)CC2)c2c(OC)cc(OC)c3c(C)cc(=O)oc23)cc(OC)c1OC (stereo not given)	3	13
Cc1ccc(OCCCn2c(CO)nc3ccccc32)cc1	-29	-9
CCOC(=O)[C@H]1[C@H]2COc3cc(OC)ccc3[C@@H]2N2C(=O)c3cc(OC)ccc3NC(=O)[C@@]12C	25	-7
COc1ccc(S(=O)(=O)N2CN3CCN(C3)C2)cc1	7	-4
CN(Cc1cnn(C)c1)Cc1nc(-c2ccc(Cl)cc2)no1	1	2
Cc1cc(C)c2nc(NNC(=O)c3cc(-c4cccs4)nc4ccccc34)sc2c1	22	-3
O=C(NCC1CCCO1)c1cc2c(=O)[nH]c3ccccc3c2s1 (stereo not given)	13	6
O=S(=O)(Cc1ccc(Cl)cc1)NCc1cccnc1	-24	18
CC1CCCCC1NC(=S)NC(=O)c1cccs1 (stereo not given)	4	-4
O=C(C1CC=CCC1)N1CCC(CO)(Cc2ccc(Cl)cc2)CC1 (stereo not given)	-18	2
O=S(=O)(NCCc1ccc2c(c1)OCCO2)c1cccs1	-25	-1
O=CN1N=C(c2ccccc2)CC1c1ccccc1[N+](=O)[O-] (stereo not given)	11	4
COc1cccc(S(=O)(=O)Nc2ccc(C(=O)N3CCCCCC3)cc2)c1	1	-4
Clc1ccc(Cn2ncc3c(N4CCCC4)ncnc32)cc1	-13	9
OC(C[n+]1ccccc1)c1ccccc1 (stereo not given)	-8	5
O=S1(=O)CCN(CCCCc2ccccc2)CC1	5	4
COc1ccccc1OCC(=O)NNC(=O)c1ccc(F)c(S(=O)(=O)N2CCOCC2)c1	0	1
O=c1c([N+](=O)[O-])cccn1Cc1ccc(F)cc1Cl	-1	10
CCOC(=O)N1CCN(C(=O)C(=O)N/N=C/c2ccc(OC)cc2OC)CC1	-8	12
O=C(Cn1cc(C(=O)c2cccs2)c2ccccc21)NCc1cccs1	9	-1
CCN(CC(=O)Nc1c(F)cccc1F)C(=O)C1COc2ccccc2O1 (stereo not given)	24	-25
CCOCCCNC(=O)C1CCCN1C(=O)NC1CCCCC1 (stereo not given)	1	16
CN(CC(=O)Nc1ccccc1C(F)(F)F)C(=O)COc1cccnc1[N+](=O)[O-]	11	-2
CC(C)(C)c1ccccc1NC(=O)CN1C(=O)NC(Cc2ccccc2)C1=O (stereo not given)	4	-16
Cc1ccccc1Oc1ccc2c(c1)[C@@H]1C[C@H]3[C@@H](C(=O)N1CC2)[C@H](C)ON3C	-14	13
O=C(Nc1nc(-c2ccc(Cl)cc2)cs1)c1cccnc1	27	-6
O=C1OC(c2ccccc2)=C/C1=C\N1CCOCC1	-4	20
O[C@@H]1CN(Cc2cccs2)[C@@H](c2ccccc2)C[C@H]1n1cc(-c2ccc(F)cc2)nn1	-6	5
CCOc1ccc(C(=O)NCC(=O)OCC(=O)Nc2cccc(S(=O)(=O)N3CCCC3)c2)cc1	4	-1
C/C=C(\C)C(=O)Nc1cccc(C2=NOC3(C2)C[C@@H](C(N)=O)N(C(=O)c2ccccc2C(=O)c2ccccc2)C3)c1 (stereo not given in full)	19	-1
COCC(C)n1c(C)cc(C(=O)COC(=O)c2cnc(Cl)c(Cl)c2)c1C (stereo not given)	3	-3
CC(OCC(O)CNCC1COc2ccccc2O1)c1ccc(Cl)cc1 (stereo not given)	2	2

Part of the list above in order of heavy-atom count, ascending.
Compound	TAG inh	TAG inh DAPI viability
O=S1(=O)CCN(CCCCc2ccccc2)CC1	5	4
O=S(=O)(Cc1ccc(Cl)cc1)NCc1cccnc1	-24	18
COc1cccc(S(=O)(=O)Nc2ccc(C(=O)N3CCCCCC3)cc2)c1	1	-4

Additional records follow:
Compound	TAG inh	TAG inh DAPI viability
Cc1cc(C)c(OCCCCN2CCC(C)CC2)c(Br)c1	2	18
O=c1[nH]c(-c2ccccc2)ncc1OCc1ccccc1	1	8
Cc1cc([N+](=O)[O-])nn1Cc1ccccc1F	22	-7
CCC(=O)NC(=S)Nc1ccccc1OC	-15	-4
Cc1ccc(NC(=O)COC(=O)CCC(=O)c2cccs2)cc1C	-8	5
COc1ccccc1NC(=O)CSc1nnc(NC(=O)c2ccco2)s1	-9	-1
O=C(Nc1ccc(F)cc1)C(=O)C1C(=O)Nc2ccccc21 (stereo not given)	8	6
COC(=O)C1=C(C)C(c2ccc(OC)cc2)NC(=O)N1 (stereo not given)	-1	-5
Cc1ccc(-c2csc(NCCn3c(-c4ccncc4)nc4cc(C(F)(F)F)ccc43)n2)cc1	-18	-7
O=C(CCS(=O)(=O)c1cccc2nsnc12)N1CCN(c2ccccc2F)CC1	-7	8
O=[N+]([O-])c1ccc(CSC2=NCCN2)cc1	33	-2
N#C/C(=C\c1ccc(O)c(O)c1)C(=O)NCCc1ccccc1	10	-28
C/C(=N\NC(=O)Cn1nc(C)c([N+](=O)[O-])c1C)c1ccc(O)cc1	-13	-5
COC(=O)CCNC(=O)CCc1ccc(S(=O)(=O)N2CCCCCC2)cc1	8	5
CC(O)(c1cccc(F)c1)c1nc(-c2cc3ccccc3o2)cs1 (stereo not given)	-12	-14
Cc1ccc(C(C)C)c(OCC(=O)N/N=C/c2ccc(S(=O)(=O)O)o2)c1	-7	9
N#Cc1ccsc1NC(=O)c1cnccn1	0	-2
COc1ccccc1C(=O)NCCCNc1nc2cc(C)cc(C)c2cc1C#N	-19	4
CC(=O)Nc1ccc(NC(=O)C/C(C)=N/NC(=O)C(=O)N2CCCC2)cc1	-16	9
CC(=O)c1ccc(N2CCN(C(=O)COc3ccc4ccccc4c3)CC2)cc1	-5	1
CC(C)COC(=O)N(C)C[C@@H]1OCc2cnnn2CCCC(=O)N([C@@H](C)CO)C[C@@H]1C	7	0
CCOC(=O)c1sc(NC(=O)CSCc2c(C)noc2C)nc1C	14	-6
CN(Cc1cnn(C)c1)C(=O)C1CCC(=O)N(C2CCCCCC2)C1 (stereo not given)	-10	1
Nc1cc(Cl)ccc1N1CCCC1	-13	1
CCOc1cc(S(=O)(=O)N2CCCCC2)ccc1Cl	3	0
Cc1ccc(S(=O)(=O)C(F)(F)F)cc1NC(=O)c1cccnc1	-31	47
CNS(=O)(=O)c1cc(Cl)ccc1Sc1ccccc1C(=O)O	5	8
CCc1ccc2c(c1)C(NC(C)=O)C(=O)N2CC (stereo not given)	-8	1
CCN(c1ccccc1)S(=O)(=O)c1ccc(C(=O)N2CCN(c3ccccc3F)CC2)cc1	-5	-1
O=C(NCc1ccccc1)Nc1cc(Cl)ccc1Cl	-17	7

The closing 6 entries of the section above lead into the next:
Compound	TAG inh	TAG inh DAPI viability
CCOc1cc(S(=O)(=O)N2CCCCC2)ccc1Cl	3	0
Cc1ccc(S(=O)(=O)C(F)(F)F)cc1NC(=O)c1cccnc1	-31	47
CNS(=O)(=O)c1cc(Cl)ccc1Sc1ccccc1C(=O)O	5	8
CCc1ccc2c(c1)C(NC(C)=O)C(=O)N2CC (stereo not given)	-8	1
CCN(c1ccccc1)S(=O)(=O)c1ccc(C(=O)N2CCN(c3ccccc3F)CC2)cc1	-5	-1
O=C(NCc1ccccc1)Nc1cc(Cl)ccc1Cl	-17	7
O=C(NCC1CCCO1)C1c2ccccc2C(=O)N1C1CCCCCCC1 (stereo not given)	-18	27
O=C1CSC(=S)N1N=Cc1ccc(OCc2ccccc2)cc1	2	3
C/C(=N\NC(=O)c1cccc(S(=O)(=O)N2CCOCC2)c1)c1cc2ccccc2o1	-6	7
O=C(N/N=C/c1ccco1)c1cc(-c2ccc(Br)s2)[nH]n1	19	-14
O=C1Nc2ccc(S(=O)(=O)NCc3ccco3)c3cccc1c23	0	-1
O=C(O)C1=C[C@@H](c2ccc3c(c2)OCO3)C[C@@H](OCCCCO)O1	13	-5
CN(CC(=O)NCc1ccccc1Cl)CC(=O)Nc1ccccc1Br	1	3
COc1ccc(-n2cc(CNC3CCOCC3)c(-c3cccc(F)c3)n2)cc1	11	17
CC(NC(=O)CNC(=O)c1ccc2c(c1)OCO2)c1ccc(S(N)(=O)=O)cc1 (stereo not given)	-8	0
Cc1ccc(NC(=O)CCN2CC(C)OC(C)C2)cc1C (stereo not given)	7	-7
Cc1c2c(c(C)n1C)C(C(=O)NC1CCCCC1)N(Cc1ccccc1)C2=O (stereo not given)	18	-10
Cc1ccc(N(C(=O)c2ccccc2Cl)C2=NC(C)CS2)c(C)c1 (stereo not given)	-6	5
CCOC(=O)c1cc(Br)c(=O)n2ccccc12	12	-1
C=CCC(c1ccccc1F)N(CCN1CCOCC1)C(=O)Nc1cccc(Cl)c1 (stereo not given)	-68	9
Cc1cc(NC(=O)CSc2nc(CCC3CCCC3)nc3ccccc23)no1	24	-11
COc1cc(C2CC(=O)Oc3cc(C)cc(C)c32)cc(OC)c1OC (stereo not given)	-7	-4
CCOC(=O)c1c(NC(=O)CSc2nc3ccccc3[nH]2)sc2c1CC(C)(C)NC2(C)C	30	-7
CC12CC3CC(C)(C1)CC(C(=O)NC1=NCCS1)(C3)C2	-16	-2
CN(C)S(=O)(=O)c1cccc(NC(=O)COC(=O)CNC(=O)c2ccccc2F)c1	9	-2
CCCn1c(N)c(N(CCOC)C(=O)c2ccc(-c3ccccc3)cc2)c(=O)[nH]c1=O	-7	1
Cc1ccccc1NC(=O)CN1C(=O)S/C(=C\c2ccc(-c3cc(C(=O)O)ccc3C)o2)C1=O	13	-5
CN(c1ccccc1)S(=O)(=O)c1cc(C(=O)OCC(=O)c2c(N)n(C)c(=O)n(C)c2=O)ccc1Cl	-8	3
COc1ccc(/C=C/c2c([N+](=O)[O-])c(=O)n(C)c(=O)n2C)c(OC)c1OC	-1	16
Cn1c(NCc2ccc(Cl)cc2)nc2ccccc21	-1	-3
COc1cc2c(cc1OC)C(C)N(C(=O)c1nccnc1C(=O)O)CC2 (stereo not given)	-6	7
CCOC(=O)C1CCCN(C(=O)c2ccc3c(c2)OCO3)C1 (stereo not given)	-19	11
CC(/C=N/N1CCN(Cc2ccccc2)CC1)=C\c1ccccc1	-5	5
O=C(Cc1ccccc1)NCc1ccncc1	10	6
CCOC(=O)C1CC(c2ccccc2)=NNC1=O (stereo not given)	0	-6
Cc1cccc(NC(=O)NCc2ccc3c(c2)cc(C)n3C)c1	0	4
O=C(COC(=O)c1ccc(Cl)nc1)NNC(=O)c1ccc(Br)cc1	-3	-4

The list is partial; count on the stated rates, not on these rows.
